# GASC-1 inh = human JMJD2C demethylase inhibition; Q9H3R0; GST-JMJD2C(1-420) H3K9me3 demethylation, DELFIA europium; inhibition, % at 2.35 µM; 330,000 tested, 0.069% active;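 active = more than half of a compound's replicate wells show inhibition beyond 50%, single wells judged on their own value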;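 also: signal counts dimethyl H3K9 product captured on neutravidin plate; 0% = median of DMSO wells and 100% = 0.3 times that DMSO median; strong numbers were not always called active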
# Target sequence (Q9H3R0 1-420 limits assumed): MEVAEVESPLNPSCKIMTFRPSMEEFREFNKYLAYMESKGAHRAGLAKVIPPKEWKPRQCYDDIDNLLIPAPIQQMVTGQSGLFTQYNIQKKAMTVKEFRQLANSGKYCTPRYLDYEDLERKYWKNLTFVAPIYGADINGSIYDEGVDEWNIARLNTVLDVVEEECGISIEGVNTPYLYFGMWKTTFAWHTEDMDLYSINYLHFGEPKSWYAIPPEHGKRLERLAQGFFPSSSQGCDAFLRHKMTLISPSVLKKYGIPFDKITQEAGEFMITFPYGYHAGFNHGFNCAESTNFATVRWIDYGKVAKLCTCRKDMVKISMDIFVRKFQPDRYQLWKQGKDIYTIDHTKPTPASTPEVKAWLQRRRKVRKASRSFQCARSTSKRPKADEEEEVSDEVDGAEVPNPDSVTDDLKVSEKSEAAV
# PP1 counter = PP1-alpha (human) inhibition in PP5 counter-screen; P62136; purified PP1alpha, OMFP fluorescence; inhibition, % at 6.7 µM; 320,000 tested, 0.9% active; AID 2235;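 active = inhibition above the mean inhibition of all tested compounds plus 3 SD, computed separately for each screening campaign, cut at about 15% in these data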
# Target sequence (P62136 whole entry, looked up): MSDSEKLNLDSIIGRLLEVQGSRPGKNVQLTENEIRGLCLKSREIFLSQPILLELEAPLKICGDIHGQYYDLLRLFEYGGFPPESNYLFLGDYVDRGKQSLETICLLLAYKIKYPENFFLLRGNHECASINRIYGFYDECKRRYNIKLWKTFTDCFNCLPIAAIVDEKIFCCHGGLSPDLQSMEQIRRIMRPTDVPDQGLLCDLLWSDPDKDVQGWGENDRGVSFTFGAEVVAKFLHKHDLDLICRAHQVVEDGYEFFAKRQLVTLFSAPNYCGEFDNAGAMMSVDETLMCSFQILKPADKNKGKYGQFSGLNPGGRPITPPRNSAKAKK
# PP5 inh = inhibitors of human protein phosphatase 5 (PP5); purified PP5c, OMFP substrate fluorescence; inhibition, % at 6.7 µM; 320,000 tested, 0.18% active; AID 1987;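 active = inhibition above the campaign's mean inhibition across all tested compounds plus 3 SD, cut at about 9.5% in these data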;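 also: 0% = DMSO only and 100% = 100 µM cantharidin control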
# procasp3 activ = activates human procaspase-3; P42574; recombinant procaspase-3 D3A, Ac-DEVD-pNA absorbance 405 nm; activation, % at 8.5 µM; 330,000 tested, 0.11% active; AID 463141;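 active = activation above the mean of all tested compounds plus 3 SD, cut at about 21% in these data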;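 also: 0% = DMSO alone and 100% = DMSO wells spiked with extra 5 µM PC-3 D3A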
#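 System: Procaspase-3 D3A mutant. Medium: Zinc-free 300 mM NaCl, 50 mM HEPES, 0.01% Triton X-100. Schedule: 1 h preincubation plus 2 h reaction at 25 °C. Measured by: 405 nm absorbance of p-nitroaniline, reads at 0 and 120 min. Read-out: percent activation relative to control range.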
# HCV core dimer = HCV core protein dimerization inhibition; AID 1899; 300,000 tested, 0.33% active; TR-FRET GST/Flag-core106 dimerization, 1536-well; inhibition, % at 5 µM;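 active = inhibition above the mean of all tested compounds plus 3 SD, set per screening campaign, cut at about 45% in these data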
#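 Assay system – GST-tagged and Flag-tagged HCV core protein residues 1-106 · Quantity – core106 proteins, GST 13.5 nM and Flag 17 nM · Benchmarks – unlabelled core106 and no-GST-core106 wells · Read-out basis – percent inhibition of core106 dimerization signal · Detection – time-resolved FRET, ex 340 nm, em 617 and 671 nm · Schedule – 4 h at 22.5 °C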
# CTSL1 counter = cathepsin L1 inhibition, PFM18AAP counter-screen | 300,000 tested, 0.49% active | inhibition, % at 5.96 µM | recombinant F. hepatica cathepsin L1, Z-Leu-Arg-MCA fluorescence | AID 1906;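 active = inhibition above the mean of all tested compounds plus 3 SD, set per screening campaign, cut at about 17% in these data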;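 also: 0% = plate median of test compound wells and 100% = 1 µM Z-Phe-Ala-diazomethylketone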
# procasp7 counter = counter-screen for procaspase-3 activators: activators of human procaspase-7; P55210; recombinant procaspase-7, Ac-DEVD-pNA absorbance 405 nm; D23A/D198A/D206A triple mutant, cannot self-cleave; scale: DMSO 0, 5 µM enzyme 100; activation, % at 8.5 µM; 330,000 tested, 0.093% active; AID 463210;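 active = percent activation above the screen-wide mean plus 3 SD, cut at about 25% in these data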
# Target sequence (P55210 whole entry D23A/D198A/D206A): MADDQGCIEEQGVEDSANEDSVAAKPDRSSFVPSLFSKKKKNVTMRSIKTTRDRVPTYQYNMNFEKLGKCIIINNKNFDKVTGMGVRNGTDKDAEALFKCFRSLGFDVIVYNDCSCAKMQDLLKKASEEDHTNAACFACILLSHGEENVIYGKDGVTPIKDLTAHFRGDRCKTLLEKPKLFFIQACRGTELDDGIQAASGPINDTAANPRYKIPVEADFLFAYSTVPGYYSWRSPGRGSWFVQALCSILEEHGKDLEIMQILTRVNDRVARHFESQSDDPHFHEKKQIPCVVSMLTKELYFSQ
#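 Assay system – Uncleavable procaspase-7 mutant enzyme · Quantity – 2 µM procaspase-7 mutant as dispensed · Times – 1 h preincubation, 2 h reaction · Dosing – single nominal 8.5 µM compound dose, 0.8% DMSO final · Buffer or medium – Zinc-free 50 mM HEPES buffer, pH 7.4, with NaCl and Triton X-100 · Detection – Epi-absorbance of released pNA at 405 nm, two timepoints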
# VLA-4 inh = inhibition in a human VLA-4 binding assay | P13612 | VLA-4 expressing cells, ligand binding flow cytometry | inhibition, % (about 7 µM as worked out from the volumes in the protocol) | 330,000 tested, 0.2% active; in the data active = inhibition above about 50%
# GRK2 aptamer HTS = human GRK2 inhibition via aptamer displacement. bead flow cytometry, FAM-aptamer displacement from GRK2. AID 488847. inhibition of aptamer binding, % at 10 µM. P25098. 330,000 tested, 0.59% active;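 active = inhibition of aptamer binding above 40%, roughly 3 SD of noise, on plates passing a quality check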;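 also: median bead fluorescence of bound FAM aptamer so fluorescent compounds give negative values; no value below 0 was filed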
# * = called active by the depositor; i = inactive; . = not tested or not shown; & = joins results of further samples.
item	SMILES	GASC-1 inh	PP1 counter	PP5 inh	procasp3 activ	HCV core dimer	CTSL1 counter	procasp7 counter	VLA-4 inh	GRK2 aptamer HTS
1	COc1ccc(C(=O)CCC(C)(C)[N+](=O)[O-])cc1	6	-5	-2.6	0	1	-4	7	6	7
2	COc1ccc2c(C)cc(SCC(=O)N3CCOCC3)nc2c1	-5	3	1.6	5	6	2	-6	-25	4
3	Cc1nc(-c2ccc(C(=O)NCCO)cc2)cs1	3	-1	1.5	-4	3	-2	-8	2	1
4	COc1ccnc(NCc2ccc(Cl)cc2)c1C#N	-2	-4	2.6	-8	0	5	-3	6	1
5	CCOC(=O)C1CCN(C(=O)Nc2ccc3nc(-c4ccco4)c(-c4ccco4)nc3c2)CC1	32	31*	5.0	-11	72*	6	-16	0	38
6	CCOC(=O)c1cc(C)sc1/N=C/C1C(=O)CCCC1=O	12	2	1.4	-18	-1	1	-9	3	0
7	Cc1occc1C(=O)N1CCN(c2ccccc2)CC1	-2	-2	2.5	1	0	-3	0	17	3
8	Cc1cc[n+](-c2[nH]c(=O)sc2/C=N/N=C(\[O-])c2ccncc2)cc1C	1	-2	2.2	-1	-12	-1	-4	9	0
9	NC(=O)c1ccc(NC(=O)Cc2ccc(S(=O)(=O)N3CCCCC3)cc2)cc1	.	-3	1.4	6	.	.	-2	-3	3
10	CC1CCc2c(sc(NC(=O)Cn3nc(C(=O)O)c4ccccc4c3=O)c2C#N)C1 (configuration not stated)	-1	-1	0.3	7	3	3	10	18	0
11	O=[N+]([O-])c1ccc(-c2nc(NCc3ccccc3)c3ccccc3n2)cc1	6	1	0.3	0	-1	2	-3	2	0
12	COCC(=O)Nc1c(C(=O)Nc2ccc3c(c2)OCO3)oc2ccccc12	36	-2	0.8	9	-2	1	-1	20	0
13	Cc1ccc(-n2nc(C)c3c2OC(N)=C(C#N)C3c2ccc(C)o2)cc1 (configuration not stated)	9	2	4.0	-7	-3	1	-10	14	3
14	O=S(=O)(c1ccccc1)N1CCC(c2ccccc2)CC1	2	0	1.7	3	-1	-3	-13	5	0
15	Cc1ccc(CNC(=O)CCc2c(C)nn(-c3ccc(N4CCOCC4)nn3)c2C)cc1	108	-5	-8.6	-1	-8	-4	2	5	3
16	NS(=O)(=O)c1ccc(CCNC(=O)c2ccc3ccccc3n2)cc1	1	-4	-0.2	4	2	0	2	40	8
17	CCOC(=O)N1CCN(C(=O)C(CC(C)C)NS(=O)(=O)c2ccc(C)cc2)CC1 (configuration not stated)	.	1	-1.0	1	.	.	6	9	0
18	CC(=O)N(Cc1ccccc1)c1ccc(C(=O)O)cc1	5	-2	-1.2	-3	-10	-3	2	4	0
19	CC(C)[C@H](NC(=O)N1CC(=O)Nc2ccccc21)C(=O)N1CCC(C(=O)O)CC1	12	-1	-0.1	8	1	1	-4	25	1
20	CCOc1ccc(C(O)(CCC(C)C)C(CN2CCOCC2)c2ccccc2)cc1 (configuration not stated)	-2	0	0.7	-3	1	3	0	14	6
21	COC(=O)CSc1nc2ccccc2c(=O)n1C	-6	-3	-0.8	-2	3	1	0	15	0
22	O=C1CCc2cc(S(=O)(=O)N3CCN(c4cccc(C(F)(F)F)c4)CC3)ccc2N1	1	3	3.2	2	-1	1	4	12	0
23	CC1CCCC(C)N1/N=C/c1ccc(C#N)cc1 (configuration not stated)	-11	6	-0.3	12	-3	-2	0	35	0
24	O=C(O)c1ccc(N/N=C2/CCSc3ccc(F)cc32)cc1	4	1	2.5	2	-7	8	-1	-3	2
25	CC(C)(C)OC(=O)C[C@H]1C/C=C\C[C@H](CC(=O)N(CCO)Cc2ccccc2)C(=O)N[C@@H](c2ccccc2)COC1=O	0	.	.	2	.	.	12	-20	2
26	NS(=O)(=O)c1ccc(CNC(=O)CNC(=O)c2ccc(Br)o2)cc1	2	-1	4.7	2	-3	0	10	6	1
27	O=C(CCCN1C(=O)/C(=C/c2cccc(Br)c2)SC1=S)N1CCOCC1	2	2	1.9	1	-1	-3	1	-3	4
28	Cc1ccc(NC(=O)c2ccccc2Br)cc1S(=O)(=O)N(C)C	-2	-1	3.2	-6	19	2	4	3	0
29	Cn1c(=N)c(S(=O)(=O)c2ccc(F)cc2)cc2c(=O)n3ccccc3nc21	-5	2	0.5	-26	8	-2	-22	3	0
30	O=C(CNc1ccc2ccccc2c1)N/N=C/c1ccc(OC(=O)/C=C/c2ccco2)cc1	1	5	2.3	1	26	8	-8	-9	0

# Rewritten with values under each structure: entries from further up
# Results follow in this order: GASC-1 inh, PP1 counter, PP5 inh, procasp3 activ, HCV core dimer, CTSL1 counter, procasp7 counter, VLA-4 inh, GRK2 aptamer HTS
16: NS(=O)(=O)c1ccc(CCNC(=O)c2ccc3ccccc3n2)cc1
 : 1, -4, -0.2, 4, 2, 0, 2, 40, 8
22: O=C1CCc2cc(S(=O)(=O)N3CCN(c4cccc(C(F)(F)F)c4)CC3)ccc2N1
 : 1, 3, 3.2, 2, -1, 1, 4, 12, 0

# Later entries.
item	SMILES	GASC-1 inh	PP1 counter	PP5 inh	procasp3 activ	HCV core dimer	CTSL1 counter	procasp7 counter	VLA-4 inh	GRK2 aptamer HTS
31	CCOc1ccc(Cl)cc1S(=O)(=O)N1CCC(C(=O)N2CCCC2)CC1	-1	-2	-1.5	0	5	-1	-2	2	4
32	CC1(C(=O)NCC2CC2)C=CC2(CCCCC2)N1C(=O)c1ccccc1 (configuration not stated)	28	-2	2.8	5	-15	1	5	-7	1
33	COCC(=O)N/N=C(\C)CC(=O)NCc1ccco1	52	-2	-0.7	-3	2	-1	-8	1	0
34	N#Cc1c(-c2ccccc2)nc(SCc2ccc(Cl)cc2)[nH]c1=O	-13	18*	6.1	-7	3	0	0	-11	24
35	Cc1ccc(NC(=O)c2ccc(Cl)c(N3C(=O)C=CC3=O)c2)cc1	-4	-2	1.7	-15	39	-2	-39	42	1
36	CCOC(=O)C1=C(C)Nc2nc(C)nn2C1c1ccc(OCC)c(OC)c1 (configuration not stated)	-2	1	0.4	5	2	2	3	13	0
37	CCN(Cc1ccccc1)S(=O)(=O)c1c(C)n(C)c(=O)n(C)c1=O	-1	-4	0.6	5	0	-2	12	-20	0
38	CC(C)c1ccc(OCc2nc(-c3ccccn3)no2)c(Br)c1	-13	4	4.7	10	5	-1	4	5	7
39	O=c1ncn(-c2ccc(F)cc2)c2ncccc12	5	-3	1.7	12	-11	0	5	14	0
40	CCOc1ccc(-c2nc(C)c(C(C)=O)n2O)cc1	3	-3	1.2	-2	-6	0	1	-22	0
41	Cc1ccc(NC(=O)CSc2nnc(Cc3cccn3C)n2-c2ccc(F)cc2)cc1	-12&11	-5	3.6	-7	9	-3	-14	24	0
42	Clc1ccc(C2NCCc3sccc32)cc1 (configuration not stated)	9	-2	0.8	4	2	6	-2	-1	0
43	CC(=O)c1ccc(S(=O)(=O)N(C)CC(=O)NCc2ccco2)cc1	7	-1	2.7	8	.	.	-4	4	2
44	O=C(C1CCN(S(=O)(=O)c2ccccc2)CC1)N1CCN(c2ccccc2F)CC1	.	-6	-2.0	0	.	.	6	7	1
45	COc1ccc(N2C(=O)CC(C#N)=C2N)cc1	28	-2	-0.3	2	-1	1	-6	3	2
46	COc1ccc(NC(=O)CCOc2ccc(C)cc2)cc1S(=O)(=O)N1CCCCC1	0	5	3.4	2	.	.	0	17	0
47	CCOc1ccc(-c2nnc3n2N=C(c2ccc(OC)cc2)CS3)cc1	i	4	1.3	0	7	3	8	-7	3
48	CC1CCCCC1n1c(=S)[nH]c2ccccc2c1=O (configuration not stated)	-5	-1	3.8	3	-3	2	-2	-2	1
49	Cc1cc(=O)[nH]c(Nc2ccc(Cl)cc2)n1	-5	9	0.4	4	-9	1	3	1	2
50	C[C@@H]1CN([C@@H](C)CO)C(=O)c2cc(NS(=O)(=O)c3ccc(Cl)cc3)ccc2O[C@H]1CN(C)Cc1ccncc1	1	.	.	2	.	.	5	-3	2
51	CCNC(=S)N/N=C(\C)c1ccc(N2CCOCC2)cc1	7	-1	1.1	1	-10	8	-18	5	1
52	c1ccc(CN2CCN(Cc3cn4cccnc4n3)CC2)cc1	8	-4	0.5	-4	-2	-1	0	8	0
53	CC1=CC(c2ccccc2)=Nc2ccc(C)cc2N1	5	-5	2.9	4	0	2	3	66*	4
54	NC(=S)N/N=C/c1ccc(-c2ccc([N+](=O)[O-])cc2)o1	2	2	-0.3	-23	50*	22*	-8	-9	2
55	Cc1cc(Br)ccc1NC(=O)CN(C)C(=O)CSCc1ccccc1	-16	-1	-0.7	-13	2	-5	-1	2	0
56	COc1cc(OC)c(OC)cc1/C=N/NC(=O)CSc1ccccc1F	-3	0	-3.2	0	1	6	1	6	90*
57	Cc1ccc(-c2cc(C(=O)NCCCn3ccnc3)no2)cc1	-4	0	3.0	10	8	2	1	5	0
58	COc1ccc(-c2cc(C(F)(F)F)c(C#N)c(SCC(=O)Nc3ccccc3C#N)n2)cc1	7	2	-0.6	-8	-5	2	2	-15	0
59	CCOC(=O)[C@H]1[C@H]2COc3ccc(Br)cc3[C@@H]2N2C(=O)CN(Cc3ccc(OC)cc3)C(=O)[C@@]12C	-3	-2	1.5	0	.	.	1	-2	1
60	Cc1n[nH]c(C)c1CNCc1c(C(=O)N2CCCCCCC2)nc2ccc(Cl)cn12	11	-4	-1.3	7	-6	1	5	-2	2

# More records follow.
item	SMILES	GASC-1 inh	PP1 counter	PP5 inh	procasp3 activ	HCV core dimer	CTSL1 counter	procasp7 counter	VLA-4 inh	GRK2 aptamer HTS
61	Cc1cc(=O)oc2ccc(OCc3ccccc3)cc12	35	0	-2.3	0	5	-11	1	-6	0
62	O=C(O)c1cccc(Cn2c(Cl)c(/C=N/NC(=O)c3ccccc3)sc2=O)c1	9	0	3.6	1	-5	3	-16	-12	3
63	COC(=O)c1sc(S(=O)(=O)NCCCN(C)C)c(C(=O)OC)c1C	5	-3	-3.0	0	0	3	4	3	0
64	Cc1ccc(NC(=O)C2=C(O)c3ccccc3N(C)S2(=O)=O)cc1	74	0	3.4	5	6	1	2	5	2
65	CCCC(=O)NC(=S)Nc1cccc(Cl)c1N1CCCC1	41	-2	0.1	1	-5	2	-4	5	3
66	COc1ccccc1NC(=S)NCCN1CCOCC1	-12	-2	-0.2	4	8	-3	2	2	0
67	COc1ccc2cc(C#N)c(Nc3cccc(F)c3)nc2c1	-6	0	2.5	-7	9	2	3	10	0
68	COc1ccc(COC(=O)c2cc([N+](=O)[O-])ccc2N2CCOCC2)cc1F	5	0	2.9	0	-1	6	-4	8	4
69	O=C(C1CCCN(S(=O)(=O)c2cccc3nonc23)C1)N1CCN(c2ccccc2Cl)CC1 (configuration not stated)	14	2	2.5	-1	14	0	-3	-16	3
70	COC(=O)c1c(C)[nH]c(C(=O)CN2C(=O)NC3(CCOc4ccccc43)C2=O)c1C (configuration not stated)	.	-5	1.3	-6	.	.	9	-12	0
71	Cc1cc(C)c2nc(N3CCN(C)CC3)c(C#N)cc2c1	-1	0	2.6	1	-5	2	-1	-2	2
72	COc1cc(CC(=O)N2CCN(C(=O)C3CCCO3)CC2)cc(OC)c1OC (configuration not stated)	-2	.	.	3	.	.	2	4	1

# Source: PubChem BioAssay
